Assay outcomes as filed in PubChem.
WRN inhibitor – qHTS for Inhibitors of WRN Helicase. Bifunctional 3'-5' exonuclease/ATP-dependent helicase WRN (Homo sapiens), Q14191. WRN helicase unwinding, fluorescent forked duplex, kinetic. Potency, µM (titrated, usually from 114 µM), for the others: at the highest dose activity change, negative = inhibition, most hits filed as inhibitors. 360,000 tested, 0.46% active. AID 651768, 2012; also: potency is read from the fitted curve at half-maximal effect; % is scaled to controls: 0 for no effect and ±100 for the full control effect; nearly all actives have a fitted effect of over 55% in size
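WRN at 20 nM final was preincubated with compound for 15 min at room temperature; reaction started with 100 nM forked duplex oligonucleotide carrying fluorophore and quencher plus 2 mM ATP (final). Unwinding followed kinetically by red fluorescence (ex 525/em 598 nm).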
PLK1 PBD inh – qHTS for Inhibitors of PLK1-PDB (polo-like kinase 1 - polo-box domain): Primary Screen | Potency, µM, for inactives: max response, negative = inhibition, hits mostly inhibitors | Plk1 PBD binding of FITC phosphopeptide, fluorescence polarization | 360,000 tested, 2.8% active | Serine/threonine-protein kinase PLK1 (Homo sapiens), P53350; also: potency is read from the fitted curve at half-maximal effect; series mostly up to about 57 µM; % is scaled to controls: 0 for no effect and ±100 for the full control effect; nearly all actives have a fitted effect of over 65% in size
Target sequence (P53350 whole entry, looked up, the tested form may be a part): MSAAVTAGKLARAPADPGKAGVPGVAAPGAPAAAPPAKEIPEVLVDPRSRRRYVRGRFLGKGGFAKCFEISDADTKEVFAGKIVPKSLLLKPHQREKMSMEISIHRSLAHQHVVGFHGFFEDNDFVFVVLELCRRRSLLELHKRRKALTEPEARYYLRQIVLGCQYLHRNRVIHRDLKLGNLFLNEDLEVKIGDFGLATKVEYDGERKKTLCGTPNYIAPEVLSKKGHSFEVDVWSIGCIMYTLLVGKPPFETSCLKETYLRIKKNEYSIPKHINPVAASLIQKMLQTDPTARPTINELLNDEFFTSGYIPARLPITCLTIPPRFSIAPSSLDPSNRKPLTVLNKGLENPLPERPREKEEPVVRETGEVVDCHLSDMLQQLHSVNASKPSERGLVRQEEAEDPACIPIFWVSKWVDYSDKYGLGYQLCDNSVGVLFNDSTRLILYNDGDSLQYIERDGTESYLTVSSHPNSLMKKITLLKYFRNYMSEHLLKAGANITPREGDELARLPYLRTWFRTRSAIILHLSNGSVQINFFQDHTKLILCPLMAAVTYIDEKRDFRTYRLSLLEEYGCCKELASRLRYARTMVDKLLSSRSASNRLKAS
GLP-1R agonist – qHTS of GLP-1 Receptor Agonists; HEK293 GLP-1R CRE-luciferase, luminescence, 4-6 h; cells express a hypersensitive GLP-1R form; Potency, µM (top dose mostly 45.6 µM), without a hit: top-dose activation, usual class: activators; 380,000 tested, 0.007% active; also: potency is read from the fitted curve at half-maximal effect; % of control where 0% means no effect
PI5P4K alpha inh – qHTS for Inhibitors of phosphatidylinositol 5-phosphate 4-kinase (PI5P4K); Phosphatidylinositol 5-phosphate 4-kinase type-2 alpha (Homo sapiens), P48426; PI5P4Kalpha enzyme, ADP-Glo luminescence, 60 min; hits give low values; max response, %; 330,000 tested, 1.2% active; AID 652105, 2013; active = max response of -50% or lower; inconclusive = between -30% and -50%; inactive = -30% or higher; also: value at the top dose of about 77 µM; % is scaled to controls: 0 for no effect and ±100 for the full control effect
Target sequence (P48426 whole entry, looked up): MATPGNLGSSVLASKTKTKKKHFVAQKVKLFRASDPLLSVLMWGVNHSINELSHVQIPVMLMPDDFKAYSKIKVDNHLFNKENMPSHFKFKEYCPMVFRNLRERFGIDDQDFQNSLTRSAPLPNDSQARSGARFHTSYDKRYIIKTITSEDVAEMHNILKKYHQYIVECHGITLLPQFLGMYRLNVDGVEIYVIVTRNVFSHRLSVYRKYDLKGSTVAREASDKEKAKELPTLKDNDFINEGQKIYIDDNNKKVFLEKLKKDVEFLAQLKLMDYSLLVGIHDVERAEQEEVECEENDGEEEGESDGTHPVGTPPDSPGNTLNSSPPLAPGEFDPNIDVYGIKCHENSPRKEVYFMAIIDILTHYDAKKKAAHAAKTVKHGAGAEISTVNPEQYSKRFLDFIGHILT
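PI5P4Kalpha ADP-Glo assay; 5 microM ATP final; 60 min RT reaction; HEPES pH 7.4/EGTA/CHAPS, 5% DMSO; controls lacking substrate or enzyme; luminescent end-point.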
D3 ag – qHTS of D3 Dopamine Receptor Agonist: qHTS. D3R DiscoveRx beta-arrestin cells, luminescence, 90 min. D(3) dopamine receptor (Homo sapiens), P35462. max activation, %. 410,000 tested, 0.58% active. AID 652048, 2013; in the data active = max activation above about 30%; also: 0% is about no effect; mostly tested at two doses, the higher about 12 µM
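Agonist-mode cell screen: cells plated at 1500/well and incubated overnight at 37 °C, then exposed to library compounds for 90 min at 37 °C. Detection reagent was added for 30–60 min at room temperature, and luminescence was read.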
GLP1R cytotox – qHTS of GLP-1 Receptor Inverse Agonists: Cytotox Screen | AID 624418, 2012 | HEK293 cAMP-luciferase reporter cells, luminescence, 24 h | 410,000 tested, 0.13% active | Potency, µM (doses to about 38.3 µM), inactives show at the highest dose activity change, negative = inhibition, most hits filed as inhibitors;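 also: loss of luciferase light is scored as toxicity; potency is read from the fitted curve at half-maximal effect; % is scaled to controls: 0 for no effect and ±100 for the full control effect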
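MLSMR compounds, 24 hr on cells at 37 deg C/5% CO2; luminescence after luciferase reagent (12 min RT). Inhibition counted as the undesired cytotoxic outcome.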
D3 antag – qHTS of D3 Dopamine Receptor Antagonist: qHTS | D(3) dopamine receptor (Homo sapiens), P35462 | D3R cells, DiscoveRx beta-arrestin luminescence, antagonist mode; hits give low values | max response, negative = inhibition, % | 360,000 tested, 2.5% active | AID 652054, 2013; in the data active = max response below about -50%; inconclusive = no clear call, values can overlap the other calls; also: % is scaled to controls: 0 for no effect and ±100 for the full control effect; mostly tested at two doses, the higher about 12 µM
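Cells plated overnight at 1500 cells/well, then exposed to library compounds with dopamine controls for 90 minutes at 37 degrees C. DiscoveRx reagent added for 30–60 minutes at room temperature; luminescence read, quantitative HTS format.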
IL2 activator – qHTS of IL-2 Activators; IL-2 activation reporter assay, cell-based qHTS; stimulated with anti-CD3/CD4/CD28 beads; in transgenic mouse T cells; activation, % (series mostly up to about 46 µM); 360,000 tested, 0.065% active; in the data active = activation above about 50%; inconclusive = mostly about 30% to 49%; also: 0% is about no effect
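Unstimulated transgenic mouse T cells preincubated 60 min with compound, then stimulated with anti-CD3/anti-CD4-coated beads plus anti-CD28 for 18 h at 37 degrees C. IL-2 response read as EGFP and DsRed fluorescence by plate cytometry.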
GLP-1R inv ag – qHTS of GLP-1 Receptor Inverse Agonists (Inhibition Mode) | Glucagon-like peptide 1 receptor (Homo sapiens), P43220 | HEK293 GLP-1R CRE-luciferase, luminescence, 24 h; GLP-1R form is constitutively active | Potency, µM (doses to about 38.3 µM), inactives show at the top dose activity change, negative = inhibition, actives largely listed as inhibitors | 410,000 tested, 1.6% active; also: potency is read from the fitted curve at half-maximal effect; % is scaled to controls: 0 for no effect and ±100 for the full control effect; nearly all actives have a fitted effect of over 55% in size
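HEK293 cells stably co-expressing a cAMP-responsive luciferase reporter and constitutively active GLP-1R were seeded, incubated 12 h, then exposed to compounds for 24 h at 37 C. Luminescence was read 12 min after detection reagent; inverse agonists lower signal.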
Numbers without * were called inactive; ? = inconclusive; . = no result given; [ ] = dose if it differs, or a comment. Unless noted, calls follow the shape of the dose curve; as a rule, active = well fitted curve in the direction sought with a large enough effect; inconclusive = small, poorly fitted or top-dose-only effect, or another doubt; inactive = no such curve, though single readings can be large; an effect the other way counts as inactive or inconclusive.

SMILES	WRN inhibitor	PLK1 PBD inh	GLP-1R agonist	PI5P4K alpha inh	D3 ag	GLP1R cytotox	D3 antag	IL2 activator	GLP-1R inv ag
Cc1c(C#N)c2ccccc2n1CC(=O)N1CCc2ccccc2C1	0%	-2%	9%	0	-8	0%	-19	-2.2	?
Cc1cc(C)c(NC(=O)CN2CCN(c3ccccn3)CC2)c(C)c1	11%	-10%	-4%	16	1	-1%	6	-2.7	7%
C[C@@]12C(=O)Nc3cc(F)c(F)cc3C(=O)N1[C@H]1c3cc(Cl)ccc3OC[C@@H]1[C@@H]2c1ccccc1	-6%	-8%	-4%	-4	-22	3%	-2	0.1	?
O=C(COC(=O)c1ccco1)c1ccc2ccccc2c1	-12%	-4%	-1%	-26	1	-18%	-12	-0.8	0%
Cc1nc2nc(NC(=O)c3ccco3)nn2c(C)c1Cl	12%	2%	6%	-9	5	3%	14	-0.8	18%
Cc1ccc(CN2CCN(Cc3ccccc3C(F)(F)F)CC2)cc1	1%	3%	-1%	.	-29	3%	-72*	-1.3	?
O=C(CSc1ccc(F)cc1)NC(=O)NCc1ccccc1	6%	-8%	9%	-5	-6	3%	0	-0.3	-10%
COc1cccc2c(=O)n(CC(=O)NC3CCCC3)ccc12	-7%	-7%	4%	1	3	1%	-15	-3.3	-15%
Cc1cc(C(=O)OC2CCOC2=O)c2ccccc2n1 (stereo not drawn)	-11%	-6%	1%	.	2	-16%	12	1.8	16%
O=c1oc(CCCO)cc2ccc(C#CC3(O)CCCCC3)cc12	5%	-11%	24%	0	8	?	11	-0.4	30%

Only IL2 activator, for some of the entries so far:
Compound	IL2 activator
Cc1cc(C(=O)OC2CCOC2=O)c2ccccc2n1 (stereo not drawn)	1.8
O=c1oc(CCCO)cc2ccc(C#CC3(O)CCCCC3)cc12	-0.4

Further structures.
SMILES	WRN inhibitor	PLK1 PBD inh	GLP-1R agonist	PI5P4K alpha inh	D3 ag	GLP1R cytotox	D3 antag	IL2 activator	GLP-1R inv ag
O=C(Nc1ccc(Cl)cc1)C1CC(=O)n2c(nc3ccccc32)N1 (stereo not drawn)	-2%	0%	1%	-4	-2	1%	1	2.7	7%
COc1ccc(CN2C(=O)c3cccnc3C2=O)cc1S(=O)(=O)N1CC(C)Oc2ccccc21 (stereo not drawn)	-4%	-4%	-1%	0	5	-2%	-13	-3.6	27%
Cc1ccc(O)c(-c2cc(-c3ccccc3F)[nH]n2)c1	6%	1%	-13%	15	-1	-12%	20	0.0	?
O=c1[nH]c2ccccc2c(=O)n1CCCO	-15%	-2%	7%	.	14	1%	-9	-1.1	2%
CCC(C)Sc1ccc([C@@H]2[C@H]3C(=O)N(CC)C(=O)[C@H]3[C@]3(C(=O)OC)CCCN23)cc1OC (stereo partly drawn)	-6%	-4%	-3%	-1	4	-5%	4	-0.1	-19%
COc1ccc(N2CC(C(=O)N/N=C/c3cccs3)CC2=O)cc1 (stereo not drawn)	-1%	24µM*	8%	1	2	-32%	4	1.0	-18%
Nc1ccc(-c2nnc(-c3ccc(-c4ccccc4)cc3)o2)cc1	-12%	13µM*	4%	-12	0	3%	11	-2.7	49%[activator]
CCCCn1cnc2c(SCc3ccc([N+](=O)[O-])cc3)nc(N)nc21	-5%	4%	10%	6	9	-9%	11	0.7	35%[activator]
C=CCOc1ccc2c(c1)CCC1C2CCC2(C)C(O)C(O)CC12 (stereo not drawn)	-26%	2%	-3%	32	7	36%[activator]	7	-0.8	-8%
C/C(=N/NC(=O)c1cccs1)c1c(C)[nH]n(-c2nc3ccccc3s2)c1=O	-11%	?	-2%	?	-10	?	?	-2.1	?
CCC(C(=O)O)n1c(C(F)(F)F)nc2ccccc21 (stereo not drawn)	8%	-2%	-13%	-5	2	-6%	6	2.0	2%
CCOCCOC(=O)c1[nH]c2c(c1C)C(=O)CC(c1ccc(N(C)C)cc1)C2 (stereo not drawn)	-5%	-9%	19%	3	1	-19%	-6	-1.6	?
CCOc1ccccc1C(=O)N/N=C/c1c[nH]c2ccccc12	-12%	0%	11%	8	-4	2%	9	-0.3	-9%
O=C(c1cc2ccccc2o1)N(Cc1nnc(-c2ccccc2Cl)o1)C1CC1	-7%	-8%	4%	-7	3	4%	23	1.1	-9%
Cc1cn([C@H]2C[C@H](O)[C@@H](CNCc3ccc(F)c(N4CCOCC4)c3)O2)c(=O)[nH]c1=O	7%	2%	3%	1	4	7%	4	-0.7	1%
CCc1ccc(C(=O)COC(=O)CNC(=O)CNS(=O)(=O)c2ccccc2)cc1	-13%	0%	0%	2	7	2%	22	0.7	17%
CCCn1nnnc1NCc1ccc(N(CC)CC)cc1	3%	-9%	9%	5	13	1%	-19	0.1	-16%
CC(C)(CNC(=O)c1ccc([N+](=O)[O-])c(Cl)c1)CNC(=O)c1ccc([N+](=O)[O-])c(Cl)c1	-9%	3%	-29%	-3	-20	?	-26	-0.5	-18%
CCOC(=O)c1ccc(N=c2scc(C)n2CC)cc1	-5%	0%	13%	8	8	-5%	8	0.4	?
Nc1cccc(C(=O)OCC(=O)c2ccccc2)c1	-3%	6%	1%	-8	3	-12%	-7	0.6	8%
CCOC(=O)CN1C(=O)C(O)(C2CCc3ccccc3C2=O)c2ccccc21 (stereo not drawn)	-2%	-7%	21%	1	-2	12%	-8	-0.5	0%
COC(=O)c1c(C)oc2ccc(N(C(=O)c3ccncc3)S(=O)(=O)c3ccc(C)cc3)cc12	-7%	-7%	1%	-12	1	?	-17	-0.2	?
Cc1cc(C)nc(NS(=O)(=O)c2ccc(NC(=O)c3ccc4c(c3)OCCO4)cc2)n1	-8%	0%	1%	12	1	-1%	16	1.0	9%
Nc1nc2ccc(Br)cc2o1	-4%	15%	10%	3	3	2%	-13	-3.9	4%
COCCCn1cnnc1SCC(=O)Nc1ccc(S(=O)(=O)N2CCCC2)cc1	-18%	-13%	-3%	2	2	9%	23	-1.7	-3%
C[C@H](CO)N1C[C@H](C)[C@@H](CN(C)C(=O)Nc2ccc(C(F)(F)F)cc2)Oc2c(NS(=O)(=O)c3cccs3)cccc2C1=O	-1%	2%	-1%	1	-26	11%	10	0.5	0%
Cn1cnnc1SCC(=O)c1ccc2c(c1)OCO2	-22%	-7%	1%	7	-3	-7%	5	0.5	-7%
CN(C)/C=C1\N=C(c2cccnc2Oc2ccc(Cl)cc2)OC1=O	0%	0%	10%	-3	-6	-17%	14	0.6	4%
CCOC(=O)c1c(N)sc(-c2ccccc2)c1C	-17%	19µM*	18%	.	-7	2%	-11	-1.3	6%
CCOC(=O)[C@]12CCC=C1N(Cc1ccco1)C(=O)[C@H](CC(=O)NCc1ccccc1)C2	-31%	-5%	-1%	?	2	2%	1	2.0	15%
CCc1ccc([C@@H]2CC=C(C(=O)O)[C@H](c3ccc(Cl)cc3)N2S(=O)(=O)c2ccc(C)cc2)cc1	-7%	?	-4%	?	-24	-9%	-26	-0.5	?
O=C(NCCNc1nccc(C(F)(F)F)n1)c1cccs1	2%	-6%	12%	0	3	-2%	30	0.6	4%
O=C(O)c1ccc(/C=N/n2c(C3CCCCC3)n[nH]c2=S)cc1	-1%	-5%	1%	0	-4	7%	-4	-0.2	20%
CC(C)(C)C(=O)NNC(=O)c1cc(C(C)(C)C)nn1Cc1ccccc1	-4%	5%	11%	4	0	6%	-27	-3.3	?
O=C(Cn1cncn1)N/N=C/c1ccc(Cl)cc1	-5%	-2%	-1%	2	2	6%	7	0.7	2%
Cc1sc2ncnc(N3CCC(C(=O)Nc4sc5c(c4C(N)=O)CCC(C)C5)CC3)c2c1C (stereo not drawn)	14%	5%	-1%	4	4	2%	38	0.8	16%
CC#CCN1c2ccccc2[C@]23C[C@@H](C(=O)OC)N(C(=O)OCC)C2=NC(C(=O)OC)=C(C(=O)OC)[C@H]13	5%	9%	12%	-1	11	0%	12	-0.4	10%
CCOC(=O)COc1c(-c2ccc(OC)cc2)oc2ccccc2c1=O	-1%	-1%	18%	4	1	-5%	145	0.1	-7%
COC(=O)Cc1cc(=O)[nH]c(/N=C(\N)Nc2ccc(C)cc2)n1	-5%	-1%	3%	.	0	1%	7	-0.7	10%
CCCCCN(C(=O)CCC(=O)OCc1cccc(Br)c1)c1c(N)n(CCCC)c(=O)[nH]c1=O	7%	1%	3%	-2	1	-15%	13	4.4	?
N#Cc1c(Cl)nc(-c2ccncc2)nc1-c1ccccc1	1%	1%	-3%	-15	1	13%	17	-0.6	10%
CCCNC(=O)N(C)C[C@@H]1Oc2cc(C#C[C@H](C)O)ccc2S(=O)(=O)N([C@H](C)CO)C[C@H]1C	-2%	-13%	-8%	-2	10	3%	23	-1.2	3%
Cc1c(Cl)cccc1NC(=S)N=Nc1c(O)n(CN2CCOCC2)c2ccccc12	-4%	-10%	8%	3	8	1.4µM*	6	-3.9	?
CCc1nnc(NC(=O)CCC(=O)NC2CC2)s1	1%	6%	-8%	0	13	4%	0	-0.1	-5%
CSc1nc(O)c(N=Nc2ccc(F)cc2F)c(=O)[nH]1	-4%	-14%	-6%	-10	-4	-28%	-19	0.3	?
Cc1cc(C)nc(SC(C)C(=O)Nc2ccc(S(N)(=O)=O)cc2)n1 (stereo not drawn)	0%	-7%	4%	.	-1	-3%	16	-3.3	0%
O=C(CCCn1cnc([N+](=O)[O-])n1)Nc1ccc(F)c(Cl)c1	-1%	-11%	6%	1	-9	-11%	-5	0.1	-12%

Compounds as they come; overall some 7.8% were active at least once.
